Wnt bcat act = activates Wnt/beta-catenin signaling in a reporter cell assay. activator, plate reader. activation, % at 9.35 µM. 300,000 compounds, 1.2% hits. AID 743398; in the data active means activation above about 30%, passing the limit was not always enough;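 further: 0% = neutral control wells and 100% = positive control wells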
dFosB act = activators of mouse delta FosB homodimer. activation, % at 25 µM. purified delta FosB, TAMRA-CDK5 oligo fluorescence polarization; percent of positive-control signal above neutral wells. P13346. 340,000 compounds, 0.99% hits. AID 493131;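 active means mean activation above about 17%, with every replicate also reaching it, limit read from the data, passing the limit was not always enough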;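 further: fluorescence polarization rise as delta FosB binds a TAMRA Cdk5 AP-1 oligo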
Target sequence (P13346 whole entry, looked up): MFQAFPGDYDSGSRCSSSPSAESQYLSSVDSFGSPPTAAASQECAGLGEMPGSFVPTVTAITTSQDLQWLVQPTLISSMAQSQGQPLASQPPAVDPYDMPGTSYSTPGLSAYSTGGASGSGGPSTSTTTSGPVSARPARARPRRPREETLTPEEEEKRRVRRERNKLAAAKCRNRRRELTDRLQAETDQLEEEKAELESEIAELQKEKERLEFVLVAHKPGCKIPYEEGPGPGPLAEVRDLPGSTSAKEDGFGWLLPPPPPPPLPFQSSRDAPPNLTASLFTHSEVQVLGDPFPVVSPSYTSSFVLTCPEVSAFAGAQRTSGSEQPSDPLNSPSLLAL
HTR5A inv ctr = counter-screen for OPRM1-OPRD1 inverse agonists: human HTR5A inverse agonism; inhibition, % at 9.3 µM; 340,000 compounds, 0.083% hits; HTR5A cell line, luminescence; AID 504634; in the data active means inhibition mostly above about 23%, no sharp cut-off; inactive means mostly below about 18%;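 further: 0% = cells with DMSO and 100% = no-cell wells with DMSO; some compounds called inactive have numbers as strong as hits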
Target sequence (P47898 whole entry, looked up): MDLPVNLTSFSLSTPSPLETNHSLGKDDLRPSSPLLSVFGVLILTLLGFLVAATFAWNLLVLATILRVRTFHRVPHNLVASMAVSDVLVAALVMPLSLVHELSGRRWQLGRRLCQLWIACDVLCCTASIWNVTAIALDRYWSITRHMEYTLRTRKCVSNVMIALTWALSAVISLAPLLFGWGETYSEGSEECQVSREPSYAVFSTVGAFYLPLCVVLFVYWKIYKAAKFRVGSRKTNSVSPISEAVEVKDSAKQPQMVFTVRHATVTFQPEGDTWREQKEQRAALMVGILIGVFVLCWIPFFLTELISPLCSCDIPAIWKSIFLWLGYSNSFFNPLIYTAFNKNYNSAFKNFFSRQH
CDK5 p35 inh = blocks human CDK5/p35 kinase activity. Q00535+Q15078. Recombinant CDK5/p35, ADP-Glo luminescence, 60 min. inhibition, % at 10 µM. 330,000 compounds, 0.01% hits;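 active means highest replicate inhibition of at least 50% and at least 75% of replicates reaching 50%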;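 further: plate controls were DMSO neutral control for no effect and GW8510 at 10 µM for full effect; many of its hits are not listed in these tables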
MITF TRPM1 HTS = increases MITF-driven TRPM1 promoter luciferase signal | SK-MEL-5 TRPM1-promoter luciferase, 24 h; % of positive control, neutral wells = 0 | activation, % at 12.5 µM | 300,000 compounds, 0.75% hits;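 active means mean activation of at least 80% with every replicate also reaching 80%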;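 further: 0% = neutral control wells and 100% = parthenolide positive control wells; values of inactives mirror those of a sister screen read the other way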
V-ATPase pHluor = yeast V-ATPase proton transport regulation by pHLuorin; 350,000 compounds, 0.37% hits; AID 504577; S. cerevisiae, pHLuorin cytosolic pH fluorescence; response, % at 10 µM; in the data active means response mostly above about 7.3%, no sharp cut-off; inactive means mostly below about 5.4%; further: actives read high; inactives centre near 0; some compounds called inactive have numbers as strong as hits; reference of the scale not given here
HTR5A ag ctr = counter-screen for OPRM1-OPRD1 agonists: human HTR5A agonism; P47898; HTR5A agonist assay, luminescence, cell-based; activation, % at 9.3 µM; 340,000 compounds, 0.61% hits; in the data active means activation mostly above about 9.5%, no sharp cut-off; inactive means mostly below about 7.6%;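 further: 0% = cells with vehicle only and 100% = reference agonist; strong numbers were not always called active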
PvdQ inh = P. aeruginosa PvdQ acylase inhibition | inhibition, % at 10 µM | purified PvdQ acylase, fluorescence plate reader | AID 488965 | 340,000 compounds, 0.063% hits; in the data active means inhibition above about 30%, passing the limit was not always enough;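 further: 0% = vehicle neutral wells and 100% = reference inhibitor wells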
NSD2 inh = NSD2 (human) methyltransferase inhibition | O96028 | inhibition, % at 12.5 µM | NSD2 peptide methylation, AlphaScreen, 120 min | 310,000 compounds, 0.54% hits; in the data active means inhibition above about 50%
SR-BI HDL uptake = inhibitors of mouse SR-BI mediated HDL lipid uptake; Q61009; ldlA[mSR-BI] CHO cells, DiI-HDL uptake fluorescence, 3 h; inhibition, % at 12.5 µM; 320,000 compounds, 0.96% hits; AID 488896;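 active means mean replicate inhibition of at least 70% and a set share of replicates each scoring 70 or more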;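 further: 0% = median of neutral control wells and 100% = median of positive control wells; values of inactives mirror those of a sister screen read the other way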
Numbers without * were called inactive; . = no result given.

SMILES	Wnt bcat act	dFosB act	HTR5A inv ctr	CDK5 p35 inh	MITF TRPM1 HTS	V-ATPase pHluor	HTR5A ag ctr	PvdQ inh	NSD2 inh	SR-BI HDL uptake
CCOC1=C/C(=C/c2c(N)n3nc(CC(=O)N4CCCCC4)sc3nc2=O)C=CC1=O	-2	-5	-4	-10	-1	-5	1	-9	7	-14
O=C(CCCN1C(=O)/C(=C/c2cccs2)SC1=S)NNC(=O)c1ccncc1	-5	1	-17	-2.2	0	-2	1	-25	0	-14
Cn1c(NCCO)nc2c1c(=O)n(Cc1cccc(Cl)c1)c(=O)n2C	0	0	0	-0.9	-5	2	0	-3	4	-25
CCOC(=O)c1c(C)[nH]c(C(=O)COC(=O)c2[nH]c(C)c(C(C)=O)c2C)c1C	.	13	-7	0.2	-8	3	-3	-15	0	62
Cc1ccc(CNc2nc3ccccc3n3cnnc23)cc1	-1	-3	-35	0.7	10	-1	13	11	.	.
COCC(=O)NCCc1nc(-c2ccccc2)cs1	0	4	-4	0.4	.	0	0	-7	-1	-13
CCCCn1cnc2c(Sc3c([N+](=O)[O-])ncn3C)nc(N)nc21	-7	-3	1	0.0	0	-1	0	-6	3	6
COc1ccc(Sc2cc(C(F)(F)F)nc(-c3ccccn3)n2)cc1	-2	-19	-31	0.7	.	5	1	-6	-3	-34
O=C1CC(c2cccs2)CC2=C1C(c1ccccc1)n1ncnc1N2 (centres undefined)	-1	-1	2	0.7	0	0	-3	-23	0	-2
CCOc1cc(N2CCCC2)ccc1[N+](=O)[O-]	.	-6	-9	-1.5	0	0	-1	-4	0	19
CN(Cc1ccccc1)c1nc2c(c(=O)[nH]c(=O)n2C)n1CCCSc1ncccn1	.	-4	-16	1.5	15	0	4	4	-2	20
CCN1C(=O)/C(=C\C=C\c2ccccc2[N+](=O)[O-])SC1=S	1	3	-4	-3.5	4	1	1	-3	3	30
O=C(O)/C=C/C(=O)Nc1ccccc1SC(F)(F)C(F)(F)C(F)(F)F	-1	8	-1	-1.1	-17	-1	0	-6	-1	-26
CC1CN(C(=O)c2cc3c(s2)CCC3)CC(C)O1 (centres undefined)	.	5	8	1.5	-3	4	3	-1	5	-13
CC1CCc2sc(C(=O)NCCCn3ccnc3)cc2C1 (centres undefined)	-1	-11	-17	-2.7	-3	-5	3	4	1	0
Cc1cccc(OCC(=O)Nc2ccccc2N2CCCCC2)c1	-4	-2	-11	-1.6	.	-3	0	-9	6	36
Cc1ccc2cc(CN(C(=O)c3ccncc3)C(C)C)c(=O)[nH]c2c1	.	5	-9	2.7	6	-3	2	8	-2	-11
CCOC(=O)c1sc(-c2ccc(C)cc2)c(C#N)c1C	.	-1	-4	-2.2	23	0	1	-7	-4	32
CCc1ccc(CC)c(S(=O)(=O)Nc2ccc(O)c(C(=O)O)c2)c1	.	-3	-5	-2.2	3	0	0	-6	-3	-35
CCc1sc(NC(=O)C(C)C)nc1-c1ccccc1	0	2	-4	1.8	-4	-1	-4	4	-4	.
Cc1ccc(C)c(NC(=O)c2ccccc2O)c1	-2	3	-2	0.6	47	2	1	2	-1	-1
O=C(CCn1c(=O)c2cccn2c2cccnc21)NCc1cccc(Cl)c1	1	21*	-3	0.8	29	2	-3	-9	5	4
Cc1nc(N2CCCCC2)c2c(-c3cccs3)csc2n1	-1	-9	-5	0.1	-6	0	3	-1	.	9
CC(=O)NCCC(=O)Nc1cc(S(=O)(=O)N2CCCCC2)ccc1N1CCCCC1	1	-1	-21	-5.0	-7	-1	8	-16	-4	-7
Clc1cccc(-c2ccc(CNCc3ccccn3)o2)c1	1	-7	-4	1.4	-11	0	1	-1	4	-5
CC(=O)c1ccc(N=C2NC(=O)C(CO)(CO)S2)cc1	0	-7	3	1.2	-5	-9	-1	5	3	-12
CCOCCCn1c(=S)[nH]c2cc(C(=O)NCc3ccc(F)cc3)ccc2c1=O	-1	5	-21	1.1	-2	0	0	5	3	3
CCOC(=O)C1=CN(CC)S(=O)(=O)NC1c1ccc2ccccc2c1 (centres undefined)	-3	-9	5	-2.2	1	-1	-1	-7	.	-17
COC(=O)c1coc(-c2ccc(C)cc2)c1C(=O)OC	3	-10	17	-0.5	-2	5	2	-8	0	-7
O=C(CNS(=O)(=O)c1ccc(Cl)cc1)NNC(=O)c1cccnc1	-1	-1	0	-2.4	-5	0	0	-16	-1	-10
O=C(O)CN1CCN(Cc2ccc(F)cc2)C1=O	0	7	6	-0.8	4	0	-1	-17	-5	9
CCN(Cc1ccncc1)C(=O)CCc1ccccc1	-1	-5	2	-0.5	-13	-1	1	-11	0	.
CCc1c(C(=O)N2CCN(c3ccccc3F)CC2)[nH]c(C)c1C(C)=O	.	-10	16	-0.3	-4	-2	5	-7	-1	10
O=C(NCc1cccs1)C1CC(=O)N(c2ccccc2)C1 (centres undefined)	.	1	-3	-2.1	-2	-1	1	-19	-3	-8
COc1ccc2sc(N(CCN(C)C)C(=O)c3cc(Cl)sc3Cl)nc2c1	4	0	-16	-0.6	1	0	5	-6	-2	23
Cc1ccc(S(=O)(=O)N2C(=O)[C@@H]3Cc4ccccc4CN3C2=O)cc1	1	-1	-11	-2.7	-9	-1	3	-8	1	-1
COc1ccc(C(CNC(=O)COc2ccccc2)N2CCCCC2)cc1 (centres undefined)	-1	-15	19	-4.9	-1	3	-1	-10	0	2
Cc1ccccc1NC(=O)CSc1nc(O)cc(=O)n1C	4	-1	0	0.6	-3	2	-1	-4	2	-14
CCc1nn(CCCC(=O)N2CCc3ccccc3C2)c(=O)c2cc3occc3n12	.	0	2	0.2	3	1	0	-7	-1	-13
Cc1cc(C)nc(NCCCc2ccccc2)n1	0	-3	6	0.5	9	0	-9	-16	1	19
COc1ccc(N=C2SC(C(=O)N3CCN(c4ccccc4)CC3)CC(=O)N2C)cc1 (centres undefined)	1	-14	-32	0.7	.	-1	0	-2	.	7
COc1ccc(NC(=O)C(c2cc3c(cc2[N+](=O)[O-])OCO3)N(C)Cc2ccccc2)cc1 (centres undefined)	.	-5	-9	1.4	7	2	5	-8	-2	37
O=[N+]([O-])c1cnc2ccccn12	-3	-1	-14	-1.3	9	-4	2	1	5	-10
COc1ccc(CNC(=O)Cc2ccc(-c3ccccc3)cc2)cc1OC	-2	12	25	0.0	-19	0	-9	-10	-1	.
O=C1N/C(=N/S(=O)(=O)c2ccccc2)S/C1=C/c1cccnc1	.	-1	9	-1.6	-3	2	-4	8	5	-19
CCc1nc(C(N)=O)c2[nH]c(=O)n(-c3ccccc3F)c2n1	0	-10	22	-1.3	3	-1	4	1	-1	-16
COCCOC(=O)c1cc(C(=O)c2cc(Cl)ccc2O)coc1=N	-1	2	3	1.2	-7	3	-1	-1	-3	-10
CCc1nc(NCC2CCCN2CC)c2nnn(Cc3ccccc3F)c2n1 (centres undefined)	.	-2	33	-0.1	1	6	2	4	1	-9
C=CCn1c(O)c(N=NC(=S)Nc2ccc(OC)c(Cl)c2)c2ccccc21	-3	-1	-19	-4.8	9	0	5	-7	3	-33
COC(=O)CCCCC1SCC(NC(=O)c2ccccc2)C1=O (centres undefined)	-5	-3	0	-0.3	-3	-2	0	-13	1	7
COc1ccc(CCNC(=O)CCOc2ccc(C)cc2)cc1OC	0	-12	0	-1.7	-12	-4	3	-10	.	15
CCOCCCNC(=O)c1cc2c(=O)n3cccc(C)c3nc2n1C	-7	-4	8	2.8	-1	16*	-3	-3	.	-10
COCCCNC(=O)c1cccc2c(=O)c(C)c(-c3ccccc3)oc12	.	-2	-19	0.1	-6	-1	3	-2	0	-22
CCOC(=O)c1cnc(COc2ccccc2Cl)[nH]c1=O	0	3	-23	1.1	-1	7	1	-2	0	-19
C=CCn1c(SCC(=O)Nc2ccc(OC)cc2)nc2ccccc2c1=O	-1	-8	5	1.2	.	2	-1	-29	-3	3
O=C(CSc1nc(O)cc(=O)n1-c1ccc(Cl)c(Cl)c1)Nc1ccc(Cl)cc1Cl	2	-14	8	-0.8	-3	-6	10*	-12	1	38
CCN(C(=O)c1cc2ccccc2oc1=O)c1ccccc1	.	0	-32	-4.6	64	-1	-1	-4	-11	6
O=C(N/N=C/c1ccc(O)c([N+](=O)[O-])c1)C(O)(c1ccccc1)c1ccccc1	0	5	6	1.2	.	-1	-2	5	2	31
CCOc1ccccc1-n1c(SCC(N)=O)nnc1-c1ccco1	-2	-4	7	-1.0	5	10	7	0	-11	-14
C=C(C)CSc1nnc(-c2ccc(C)cc2)n1N	.	3	1	-1.4	.	-4	0	3	-2	-27
Additional records follow.
SMILES	Wnt bcat act	dFosB act	HTR5A inv ctr	CDK5 p35 inh	MITF TRPM1 HTS	V-ATPase pHluor	HTR5A ag ctr	PvdQ inh	NSD2 inh	SR-BI HDL uptake
CCCCN(C(=O)C1CC(=O)N(c2ccc(OC)cc2OC)C1)c1c(N)n(CC(C)C)c(=O)[nH]c1=O (centres undefined)	-1	4	-14	-0.5	4	1	5	-8	0	-11
Cc1nc(SCC(=O)N(C)C2CCS(=O)(=O)C2)c2ccccc2n1 (centres undefined)	-3	-9	-8	-0.1	-18	6	2	4	31	-7
COC(CNC(=O)c1ccc2c(c1)ncn2C1CCCCCC1)OC	2	3	4	1.8	15	0	-1	-8	-3	4
CC(=O)Nc1nc2n(n1)C(c1ccccc1)C=C(c1ccccc1)N2 (centres undefined)	.	-19	32*	0.2	16	4	-12	-6	.	18
Cc1c(C=C(C#N)c2ccc([N+](=O)[O-])cc2)c(=O)n(-c2ccccc2)n1C	-1	-9	6	-2.2	-1	0	-2	-20	3	19
CCCC(=O)Nc1cc(-c2cn3cccnc3n2)ccc1OC	-5	5	-25	-1.0	-14	-3	7	-15	0	-14
O=C(Nc1ccc(Cl)cc1)NC1CCCCC1Cc1ccco1 (centres undefined)	.	9	-6	-2.4	-2	1	7	-11	-2	11
O=C(O)c1ccccc1C(=O)OCc1c(-c2ccccc2)ncc2ccccc12	3	-4	-4	0.4	-12	-1	7	-1	.	-20
COc1cccc(C(=O)COc2cccc(NC(=O)c3cccc([N+](=O)[O-])c3)c2)c1	-3	-9	1	-0.3	2	-2	0	-14	1	64
COc1ccc(S(=O)(=O)N2CCc3ccccc32)cc1C(=O)N1CCC(C)CC1	2	-11	-1	-1.9	-12	6	0	-13	0	-3
CC1CCN(c2ccc(C(=O)N3CCOCC3)cc2[N+](=O)[O-])CC1	.	-5	-30	0.6	17	1	-3	-11	4	1
O=c1c(Cl)c(N2CCN(c3ccc(F)cc3)CC2)cnn1-c1nc2ccccc2s1	.	-5	-25	0.3	70	-1	4	-11	-1	-21
O=C(Nc1ccc(C(F)(F)F)cc1)C1CC(=O)N(c2ccc3c(c2)OCCO3)C1 (centres undefined)	.	2	22	-1.5	5	3	-8	-1	-2	-13

3 entries from above, ordered by the number in Wnt bcat act, rising.
structure	Wnt bcat act	dFosB act	CDK5 p35 inh	MITF TRPM1 HTS	V-ATPase pHluor	PvdQ inh	NSD2 inh	SR-BI HDL uptake
Cc1nc(SCC(=O)N(C)C2CCS(=O)(=O)C2)c2ccccc2n1 (centres undefined)	-3	-9	-0.1	-18	6	4	31	-7
Cc1c(C=C(C#N)c2ccc([N+](=O)[O-])cc2)c(=O)n(-c2ccccc2)n1C	-1	-9	-2.2	-1	0	-20	3	19
O=C(O)c1ccccc1C(=O)OCc1c(-c2ccccc2)ncc2ccccc12	3	-4	0.4	-12	-1	-1	.	-20
